# Runt-CBFb FRET – Runt domain-CBFb interaction inhibition | Q01196+Q13951 | Cerulean-Runt/Venus-CBFb FRET ratio 530/480, 1 h | inhibition, % at 20 µM | actives 0.46% (n = 220,000) | AID 1496;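 active means inhibition over about 50% at 20 µM in the single-dose screen, limit read from the data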;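 further: 0% = DMSO wells and 100% = excess unlabeled CBFb competitor control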
#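 Measured by: fluorescence energy transfer, 422 nm excitation, 530/480 nm emission; test system: Cerulean-tagged RUNX1 Runt domain (FRET donor) fusion protein; buffer or medium: Tris pH 7.5 buffer with BSA; compound: one dose, 20 µM compound, 1% DMSO; times: two 1 h room-temperature incubations shielded from light; benchmarks: unlabeled CBFb 5 µM, positive control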
# TNF necrop inh – TNF-alpha cell death inhibition in Jurkat FADD-/- cells | Jurkat FADD-/- TNF necroptosis rescue, ATP luminescence, 24 h; 0 = TNF only, 100 = no-TNF cells | activation (protection from cell death), % at 10 µM | actives 0.068% (n = 220,000) | AID 463075;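 active means activation, meaning protection from cell death, of at least 50% relative to plate controls; inactive means activation below 50%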;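 further: necroptosis triggered by 40 ng/mL TNF-alpha added together with compound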
# Runt-SMMHC FRET – blocks binding of human RUNX1 Runt domain to CBFb-SMMHC. Q01196+Q13951. Cerulean-Runt/Venus-CBFb-SMMHC FRET ratio 530/480, 1 h. inhibition, % at 20 µM. actives 0.74% (n = 220,000). AID 1434;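 active means mean inhibition across duplicate retests at 20 µM reaching about 50%, limit read from the data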;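 further: 0% = DMSO wells and 100% = wells with excess untagged CBFb-SMMHC; inhibitors lower the FRET ratio by blocking Runt binding to CBFb-SMMHC; some results filed as inactive read as strong as hits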
# PGE2 EP2 inh – blocks the human prostaglandin E2 receptor EP2 | P43116 | C6 glioma cells expressing human EP2, cAMP TR-FRET; cells stimulated with saturating PGE2 | inhibition, % at 25 µM | actives 0.52% (n = 260,000) | AID 1422;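 active means percent inhibition above 40 after rounding to a whole number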;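 further: rat C6 glioma host cells with rolipram phosphodiesterase inhibitor present; the protocol text gives 20 µM as final concentration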
# Target sequence (P43116 whole entry, looked up): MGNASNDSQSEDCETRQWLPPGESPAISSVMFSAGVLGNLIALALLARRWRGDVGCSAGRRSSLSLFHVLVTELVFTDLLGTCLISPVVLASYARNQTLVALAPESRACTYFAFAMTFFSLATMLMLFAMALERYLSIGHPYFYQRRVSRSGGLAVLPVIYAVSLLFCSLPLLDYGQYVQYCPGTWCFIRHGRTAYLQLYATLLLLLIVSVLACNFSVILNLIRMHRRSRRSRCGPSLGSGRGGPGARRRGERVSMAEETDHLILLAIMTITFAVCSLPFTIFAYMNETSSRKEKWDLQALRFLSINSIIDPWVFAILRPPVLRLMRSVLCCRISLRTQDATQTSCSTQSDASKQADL
# EP2 modulator – modulates human prostaglandin E2 receptor EP2 signaling | EP2-expressing cells, cAMP HTRF FRET, PGE2 co-stimulation | induction, % at 25 µM | actives 0.83% (n = 260,000) | AID 940;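 active means compounds whose cAMP rise, as percent of the full-agonist control response, exceeds 60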;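 further: rat C6 glioma line stably carrying human EP2 under a CMV promoter; the protocol text gives 20 µM as final concentration; 100% = response of wells given 1 µM PGE2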
# Hck-Nef inh – inhibitors of human Hck kinase activated by Nef; inhibition, % at 20 µM; Recombinant Hck-YEEI plus Nef, Z-Lyte FRET kinase assay; P08631; actives 0.68% (n = 220,000);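 active means Hck-Nef kinase inhibition above about 50%, limit read from the data; inactive means inhibition below that limit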;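 further: 0% = DMSO with Hck plus Nef and 100% = Hck alone without Nef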
# Target sequence (P08631 whole entry, looked up): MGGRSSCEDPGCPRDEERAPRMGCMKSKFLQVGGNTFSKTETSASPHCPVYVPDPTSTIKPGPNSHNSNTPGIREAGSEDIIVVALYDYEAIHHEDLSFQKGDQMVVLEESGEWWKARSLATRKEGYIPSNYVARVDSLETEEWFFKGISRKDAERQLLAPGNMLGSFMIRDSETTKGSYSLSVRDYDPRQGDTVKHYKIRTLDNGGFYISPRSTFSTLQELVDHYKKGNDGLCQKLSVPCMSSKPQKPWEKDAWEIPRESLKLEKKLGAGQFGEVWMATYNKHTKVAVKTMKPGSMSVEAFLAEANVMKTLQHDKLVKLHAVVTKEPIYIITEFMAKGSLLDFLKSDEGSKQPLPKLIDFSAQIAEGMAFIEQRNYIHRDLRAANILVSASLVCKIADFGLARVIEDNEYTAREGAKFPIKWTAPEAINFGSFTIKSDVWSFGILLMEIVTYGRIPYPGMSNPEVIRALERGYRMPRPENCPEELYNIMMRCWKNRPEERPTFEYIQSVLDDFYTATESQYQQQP
# PERK inhibitor – inhibitors of human PERK kinase | Q9NZJ5 | CHO PERK-DD fusion, SEAP luminescence translation reporter | inhibition, % at 5.6 µM | actives 0.17% (n = 220,000) | AID 1416;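 active means inhibition above the mean inhibition of all tested compounds plus 3 SD, set separately per screening campaign, cut at about 2.9% in these data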;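 further: PERK kinase domain activated by AP20187 dimerizer at 100 nM; 0% = DMSO with dimerizer and 100% = rapamycin at 8.4 µM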
# RBBP9 inhibitor – blocks human serine hydrolase RBBP9 | O75884 | recombinant RBBP9, FP-Rh probe fluorescence polarization | inhibition, % at 7.94 µM | actives 0.2% (n = 220,000) | AID 1515;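 active means inhibition above the campaign mean of all tested compounds plus 3 SD, cut at about 14% in these data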;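 further: plate controls were DMSO wells with RBBP9 for no effect and wells lacking RBBP9 protein for full effect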
# Target sequence (O75884 whole entry, looked up): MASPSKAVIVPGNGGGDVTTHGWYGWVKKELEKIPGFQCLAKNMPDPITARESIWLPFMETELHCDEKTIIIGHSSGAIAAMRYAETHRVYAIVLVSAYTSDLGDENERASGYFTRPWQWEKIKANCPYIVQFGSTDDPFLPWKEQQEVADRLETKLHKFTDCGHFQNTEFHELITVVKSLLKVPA
#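 Test system: recombinant human RBBP9. Quantity: 2.5 µM RBBP9 dispensing solution, before mixing. Detection: FP readout at 525/598 nm. Reagent: Serine-hydrolase probe FP-Rh, 375 nM pre-mixing. Measure: % inhibition. Control set: DMSO-treated enzyme wells and wells lacking RBBP9. Buffer or medium: Tris-NaCl-Pluronic buffer, pH 8.0. Times: preincubation 30 min plus labeling 45 min at 25 °C.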
# L929 necroptosis – L929 zVAD cell death inhibition; L929 zVAD necroptosis rescue, ATP luminescence, 24 h; with zVAD 60 µM; viability rescue, % at 10 µM; actives 0.38% (n = 220,000);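 active means activation, scaled between plate controls, above about 75%, limit read from the data; inactive means activation under that limit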;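 further: 0% = zVAD with DMSO and 100% = DMSO alone without zVAD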
# * marks the source's active call; other numbers are inactive results; x = not tested or not shown; & = joins results of further samples. A portion of the library; rates above refer to the full screens.
compound	Runt-CBFb FRET	TNF necrop inh	Runt-SMMHC FRET	PGE2 EP2 inh	EP2 modulator	Hck-Nef inh	PERK inhibitor	RBBP9 inhibitor	L929 necroptosis
Cc1cc(C)c(C#N)c(SCCN2CCOCC2)n1	0.5	6.0	-2.7	7.6	10.1	7.5	1.3	5.5	0.4
CCC(Sc1nc2ccccc2c(=O)[nH]1)C(=O)O (stereo not drawn)	1.9	0.5	1.5	5.4	34.1	-2.2	0.1	3.2	-0.8
O=C(Nc1ccc2c(c1)oc1ccccc12)N1CCOCC1	-2.8	-0.7	-1.6	1.6&5.6	-31.9&-95.9	2.1	0.7	-9.5	2.7
O=C(Nc1cc(Oc2ccc(Cl)cc2)cc([N+](=O)[O-])c1)c1ccco1	1.2	3.5	-5.2	15.9	-92.7	-2.3	0.1	-8.0	0.1
CCCCS(=O)(=O)Nc1ccc(C(=O)NCC2CCCO2)cc1 (stereo not drawn)	-1.5	-0.9	-0.1	4.9	40.7	-0.2	1.1	-5.8	0.2
CCN1CCN(c2ncnc3c2cnn3-c2ccc(C)cc2C)CC1	0.1	1.6	-1.1	7.5	7.8	29.2	x	x	-0.1
CC1=C(CC/C(C)=N/NC(N)=S)C(C)(C)CCC1	-1.1	-11.4	3.8	4.3	13.3	7.4	1.5	2.5	-0.4
Cc1nn(-c2ccccc2)c(C)c1C(=O)OCC(=O)NC12CC3CC(CC(C3)C1)C2	-2.9	-2.5	-2.7	6.5	-11.2	-0.1	-0.8	-2.9	0.6
CCC1CCCCN1C(=O)COC(=O)c1cc2ccccc2cc1O (stereo not drawn)	-1.1	-0.6	1.8	16.0	-34.2	-1.4	0.1	-0.4	2.1
O=c1[nH]n2c(C(F)(F)F)cc(C3CC3)nc2c1N=Nc1ccccc1	-2.7	0.2	-4.5	18.4	28.3	23.2	1.1	-1.9	2.7
CCc1oc(C(=O)OC)cc1CSC(=N)N	1.2	-1.0	1.0	7.2	5.4	1.2	-0.7	-4.9	3.5
COc1ccc(S(=O)(=O)Nc2ccc(S(=O)(=O)N3CCCC3)cc2)cc1	1.3	1.0	3.8	8.3&15.1	-4.3&-0.9	-1.8	0.0	-0.1	-0.1
S=C(Nc1ccc2nc(-c3ccccn3)c(-c3ccccn3)nc2c1)N1CCCCCC1	-17.0	1.8	-127.2	9.0	-19.5	17.7	0.0	-4.1	11.9
Cn1c(CNc2nc3ccccc3n2CCN2CCCCC2)nc2ccccc21	-0.4	0.8	0.6	7.8&10.7	10.1&-5.5	0.1	-1.4	-4.9	0.2
COC(=O)c1c(-c2ccccc2)c[nH]c1C	14.2	5.4	0.3	10.3	26.7	20.8	-0.5	-9.7	0.3
C/C(CCC(=O)OC[C@H]1O[C@H](C#Cc2ccccc2)C=C[C@@H]1Oc1ccc(C)cc1)=N\OC[C@@H](O)[C@H]1O[C@@H]2OC(C)(C)O[C@@H]2[C@H]1O	2.6	-14.8	-5.1	x	38.9	10.2	0.1	-8.8	1.7
Cc1cccc(N2C(=O)C(O)=C(C(=O)c3cccs3)C2c2ccc(C(C)C)cc2)n1 (stereo not drawn)	8.0	-1.2	-3.4	23.8	8.0	8.4	0.0	-3.2	-0.5
CCCCc1n(CC(=O)c2ccc(Cl)cc2)c2ccccc2[n+]1C	0.0	0.8	-0.6	6.7	18.1	20.7	0.4	-9.6	2.1
O=c1c2cc(Br)ccc2nc2n1CCCCC2	x	-0.1	1.6	10.6	-4.2	-0.5	-0.2	-5.4	0.4
CC(C)NC(=O)CCNC(=O)c1ccc(F)cc1	x	1.1	x	7.5	-3.4	1.0	0.6	-5.8	1.6
CCOCCCN1CC(C(=O)NCCc2ccccc2)CC1=O (stereo not drawn)	-0.9	-0.5	-4.7	7.1	27.4	-0.5	-0.5	1.4	0.2
N#CC1=C2SCN(c3ccccc3)CN2C(=O)CC1c1ccccc1Cl (stereo not drawn)	18.8	-0.2	30.4	11.7	-0.2	-0.8	0.0	0.9	-0.3
OCC1(Cc2ccccc2Cl)CCN(C/C=C/c2ccccc2)CC1	1.3	6.6	-1.5	7.7	-34.9	21.4	0.0	-11.5	2.6
O=C(CC(=O)N/N=C/c1ccc(Cl)cc1Cl)NCc1ccccc1	0.0	-1.4	0.1	8.9	-14.5	-2.0	0.4	-3.7	0.5
CC1=C(C(=O)OCc2ccccc2)C(c2ccc(Cl)cc2)NC(=O)N1CCCCCC(=O)O (stereo not drawn)	-7.6	-0.5	-0.2	20.7	30.5	1.0	0.3	-4.3	3.8
NNC(=O)CC12CC3CC(C1)CC(n1ncnn1)(C3)C2	-1.1	2.4	0.4	4.2	6.6	1.8	0.0	-0.6	-0.4
CCCCNC(=O)CC1N=C2c3ccccc3N=C(SCC(=O)Nc3cccc(C)c3)N2C1=O (stereo not drawn)	-2.8	-0.9	-6.1	10.2	-7.7	0.4	0.1	-6.1	1.5
S=c1[nH]nc(-c2n[nH]c3c2CCC3)n1/N=C/C=C/c1ccco1	27.7	-1.8	15.6	3.6	-11.6	75.3*	1.7	2.8	0.1
COc1cccc2c1OCC(C(=O)NCc1ccc(Cl)cc1Cl)=C2	0.7	-2.3	0.5	15.0	-45.6	2.6	1.8	-2.8	-0.1
C/C(=N\NC(=O)c1n[nH]c2c1CCC2)c1cccs1	0.4	-6.9	1.6	4.3	-11.9	19.8	1.0	-3.5	-0.4
Cc1cc(NC(=O)C2C3C(=O)N(CCC(C)C)C(C(=O)NCc4ccccc4)C34C=CC2(C)O4)no1 (stereo not drawn)	-2.1	1.4	-2.5	2.3	9.1	1.7	-1.4	0.4	2.4
O=C(Nc1ccc(F)c([N+](=O)[O-])c1)c1cccs1	2.2	-2.6	0.8	4.9	-77.3	15.3	-1.0	-7.4	-0.8
Cc1ccc(C)n1NC(=O)c1ccccc1Cl	-0.7	-1.4	-3.9	10.9	5.8	-0.5	0.6	-8.2	0.1
O=C(c1ccc(F)cc1)c1cnc(Nc2ccccc2)s1	2.0	7.6	3.9	1.8	-36.8	2.0	1.1	3.0	46.6
Cc1onc(-c2c(Cl)cccc2Cl)c1C(=O)O/N=C(\C#N)c1c(Cl)cccc1Cl	-0.5	-1.0	1.0	4.5	2.9	1.5	-0.2	-1.5	-0.9
O=C(Nc1sc2c(c1C(=O)NC1CC1)CCCCCC2)c1ccco1	-0.1	-1.4	-9.9	11.7	8.2	1.3	-0.6	-7.6	0.2
COCCOC(=O)C1=C(C)N(c2ccccc2)C(=O)NC1c1cccc([N+](=O)[O-])c1 (stereo not drawn)	0.9	2.2	-3.7	5.1	-7.7	1.6	0.3	8.0	0.2
Cc1cccc(N2N=C(C(=O)N3CC(=O)Nc4ccccc43)CCC2=O)c1	-0.8	0.1	0.3	7.2	-21.6	12.8	0.1	-1.4	-1.4
CCC(CC)C(=O)OCC(=O)Nc1cccc(S(=O)(=O)N(C)c2ccccc2)c1	-1.1	0.2	-1.2	1.8	-11.4	24.8	1.1	-3.3	5.5
CCCn1nc(C(=O)Oc2ccc3c(C)cc(=O)oc3c2)c2ccccc2c1=O	43.0	-0.1	88.4*	7.5	26.6	15.7	0.6	-1.9	-0.7
CCn1c(CNC(=O)c2ccco2)nnc1SCC(=O)Nc1cc(C)c(C)cc1Br	2.2	-1.2	3.5	4.8	15.9	-0.9	-0.8	0.1	3.3
COc1ccc(C(=O)O)cc1S(=O)(=O)NCCc1ccccn1	3.6	0.0	-4.6	5.3	15.7	12.8	0.1	2.9	0.3
CS(=O)(=O)N(CC(=O)Nc1ccc2c(c1)OCO2)c1ccc(Cl)cc1	-2.3	2.2	-6.7	9.2	8.0	2.6	0.1	-1.5	0.7
NCCCC[C@H]1CNC(=O)C(=O)N1CCCCC1CCCCC1	0.9	0.0	4.0	7.8	0.8	23.8	x	x	-0.1
CC1Cc2nc(SCC(=O)c3ccccc3)n(Cc3ccccc3)c(=O)c2S1 (stereo not drawn)	-1.4	-1.7	0.5	10.2	11.8	0.5	-0.7	-7.1	-0.1
CCN(CC)S(=O)(=O)c1ccc2oc(C(=O)NCCCN3CCOCC3)c(C)c2c1	-0.3	-0.5	-0.4	11.1	-4.2	0.1	-0.6	-7.5	-0.6
CCn1ncc(/C=N\NC(=O)COc2cc(C)cc(C)c2)c1C	-2.3	1.4	-1.1	3.2	-24.4	-4.1	-1.0	-7.4	0.7
COc1ccc(N(CC(=O)NCc2ccc3c(c2)OCO3)C(=O)CCC(=O)Nc2ccccn2)cc1	x	-0.2	x	13.5	-10.6	15.7	0.6	-4.5	1.3
C=C(C)C(=O)N1CC2(CC(c3cccc(NC(=O)/C(C)=C\C)c3)=NO2)C[C@H]1C(N)=O (stereo partly drawn)	1.4	3.2	-0.2	-1.4	21.0	29.6	x	x	-0.2
O=C(NC1CCCCC1)c1cccs1	-1.4	0.4	2.5	16.2	21.8	1.7	0.9	-1.2	0.3

# New compounds follow.
compound	Runt-CBFb FRET	TNF necrop inh	Runt-SMMHC FRET	PGE2 EP2 inh	EP2 modulator	Hck-Nef inh	PERK inhibitor	RBBP9 inhibitor	L929 necroptosis
Cc1ccccc1N/N=C/c1sc(=O)n(Cc2cccc(C(=O)O)c2)c1Cl	4.4	2.1	-11.9	7.3	-35.4	23.0	-0.4	6.3	0.1
CC(C)(C)n1nc2c(c1NC(=O)c1cc3ccccc3o1)CS(=O)(=O)C2	-2.4	0.2	-1.9	3.1	7.8	24.2	0.2	-4.4	1.7
S=c1nc(-c2ccccc2Br)[nH][nH]1	45.7	-0.4	24.9	10.9	4.9	8.3	1.4	-6.9	-0.3
CCCc1c(C(=O)N2CCN(c3ccccc3OC)CC2)cnn1-c1ccccc1	3.1	0.1	-5.3	9.4	-21.8	5.3	-1.9	-9.4	2.6
CCOC(=O)c1c(C)[nH]c(C(=O)COC(=O)c2[nH]c(C)c(C(C)=O)c2C)c1C	-5.5	-5.7	-10.3	15.7	-8.3	4.0	-1.1	-3.6	-0.4
Cc1ccc(NC(=O)CCC(=O)OCCCC(F)(F)C(F)(F)F)cc1	-5.1	-1.9	4.8	22.5	-21.6	0.7	2.1	11.9	-0.5
Cc1c(C(=O)Nc2ccccc2C(=O)N2CCCC2)cccc1[N+](=O)[O-]	-0.9	-3.2	-3.4	3.5	18.2	-15.1	0.8	-1.2	0.9
Cc1ccc(C(=O)Nc2nc3c(s2)CCCC3)o1	1.2	-4.0	0.4	7.5	-6.7	1.1	-1.0	-3.1	-0.9
